PKM2 act = PKM2 (human) enzyme activation | P14618 | purified PKM2, Kinase-Glo ATP luminescence, activation; response scale: 0% is enzyme alone, no compound | Potency, µM (highest dose often 57.5 µM), for inactives: top-dose activation, usual class: activators | hit rate 0.34% among 260,000; also: potency is read from the fitted curve at half-maximal effect; % is scaled to controls: 0 for no effect and ±100 for the full control effect; nearly all actives have a fitted effect of over 55% in size
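Kinase-Glo luminescence reports ATP generated from ADP (0.1 mM) and PEP (0.5 mM) by purified hPK-M2 after 1 h at room temperature, pH 7.2 imidazole buffer; intermediate enzyme activity allows detecting inhibitors and activators.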
KCNH2 3.1 inh = inhibitors of human KCNH2 3.1 potassium channel isoform | hit rate 0.95% among 340,000 | activity change, % (tested at about 1.8 µM) | U2OS KCNH2 3.1, thallium flux FluxOr; stronger effect = lower value | AID 720553;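 active = maximum activity change below -70%; inconclusive = maximum activity change from -70% to -50%; inactive = maximum activity change above -50%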;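 also: thallium influx rate constant from kinetic fluorescence after stimulation buffer; % is scaled to controls: 0 for no effect and ±100 for the full control effect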
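U2OS cells transduced with KCNH2 3.1 mutant virus (1.77 x 10^8 /mL, 4 h), plated overnight at 37 C, loaded 45 min with FluxOr dye plus Red40 quencher. Thallium flux rate constant from kinetic reads after stimulation buffer, normalised to controls.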
B2AR arrestin = beta2AR (human) beta-arrestin recruitment activity. P07550. beta-arrestin recruitment to beta2AR, cell-based reporter. Potency, µM (doses to about 46.1 µM), inactives show at the top dose activation, hits mostly activators. hit rate 0.02% among 330,000;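 also: potency is read from the fitted curve at half-maximal effect; 0% = DMSO controls and full agonism = EC100 isoproterenol or metaproterenol; nearly all actives have a fitted effect of over 65% in size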
Target sequence (P07550 whole entry, looked up): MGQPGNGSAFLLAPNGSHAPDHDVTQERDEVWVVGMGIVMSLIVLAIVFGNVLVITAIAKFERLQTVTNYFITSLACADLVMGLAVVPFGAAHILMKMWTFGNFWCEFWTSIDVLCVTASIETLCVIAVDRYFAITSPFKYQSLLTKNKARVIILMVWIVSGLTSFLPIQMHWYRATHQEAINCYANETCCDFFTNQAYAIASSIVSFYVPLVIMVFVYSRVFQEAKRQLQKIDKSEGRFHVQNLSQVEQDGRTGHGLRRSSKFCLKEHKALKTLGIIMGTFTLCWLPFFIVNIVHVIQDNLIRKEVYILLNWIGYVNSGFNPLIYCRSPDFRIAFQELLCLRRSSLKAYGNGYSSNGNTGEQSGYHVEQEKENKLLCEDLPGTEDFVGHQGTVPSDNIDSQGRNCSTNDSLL
TRPV1 agonist = activates the human vanilloid receptor TRPV1. Q8NER1. TRPV1-expressing cells, Fluo-8 calcium influx, agonist mode. activation, % at 8.33 µM. hit rate 0.19% among 320,000; in the data active = activation above about 80%; inconclusive = between about 30% and that limit; also: 0% is about no effect
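Cells expressing TRPV1 were dye-loaded with Fluo-8 and read kinetically: 10 s baseline, 3 min after compound (agonist portion), then 2 min after EC20 capsaicin (allosteric enhancer portion). Calcium-bound dye fluorescence at 480/520 nm.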
Giardia kill = Giardia lamblia killing | Giardia lamblia trophozoite viability | activity change, % at 7.66 µM, hits read low | hit rate 0.15% among 340,000 | AID 540267; in the data active = activity change below about -80%; inconclusive = between about -30% and that limit;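 also: parasites exposed to compound for two days anaerobically before the ATP read; % is scaled to controls: 0 for no effect and ±100 for the full control effect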
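Media and compound were dispensed first, then trophozoites at 100 cells/well; plates sat 48 hrs at 37 deg C without oxygen before ATP luminescence reagent was added and read after 15-30 min at room temperature.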
USP2a inh = blocks human ubiquitin-specific protease USP2a; USP2 core, Ub-CHOP2 coupled fluorogenic reporter, 485/531; Potency, µM (highest dose often 38.3 µM), inactives show top-dose activity change, negative = inhibition, hits mostly inhibitors; O75604; hit rate 0.01% among 330,000; AID 463254;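 also: potency is read from the fitted curve at half-maximal effect; plate controls were DMSO wells for no effect and full inhibition by NEM control for full effect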
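Cell-free coupled assay: 10nM USP2 core preincubated 30min RT with compound in Tris-HCl pH 8.0/CaCl2/CHAPS buffer, then 25nM Ub-CHOP2 and 25nM reporter substrate; fluorescence (Ex 485/Em 531) read after 60min RT, normalized to NEM inhibition, concentration-response curves fitted.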
GALK inhibitor = blocks human galactokinase activity; Potency, µM (series often up to 57.5 µM), for the others: top-dose activity change, negative = inhibition, actives largely listed as inhibitors; hit rate 0.007% among 270,000; Purified GALK, Kinase-Glo residual ATP luminescence; AID 1868; also: potency is read from the fitted curve at half-maximal effect; % is scaled to controls: 0 for no effect and ±100 for the full control effect
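Human GALK (5 nM) with 35 uM ATP and 100 uM galactose in 20 mM HEPES pH 8.0, 5 mM MgCl2, 60 mM NaCl, 1 mM DTT, 0.01% BSA. After 1 h at room temperature, leftover ATP was read by Kinase-Glo Plus luminescence.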
MLL CXXC-DNA inh = MLL CXXC-DNA interaction inhibition; Potency, µM (highest dose often 115 µM), for the others: at the top dose activity change, negative = inhibition, actives largely listed as inhibitors; AID 2662; MLL-CXXC / FITC-HOXA9 DNA fluorescence polarization; hit rate 0.037% among 290,000; Q03164; active = well fitted inhibition curve with a large enough effect in the polarisation, with a control signal flat, not every such curve was filed as active; inconclusive = small, poorly fitted or top-dose-only effect, or effect the other way, or a change in a side signal; inactive = no such curve, though single readings can be large or run the other way; the % refers to the polarisation; also: potency is read from the fitted curve at half-maximal effect
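Purified MLL-CXXC (added from a 7 uM solution) was preincubated 5 min at ambient with pinned compounds in 50 mM Tris-HCl pH 7.5, 50 mM NaCl, 1 mM DTT, 0.05% BSA. Fluorescein-labeled HOX-A9 DNA (50 nM solution) followed, 30 min, then polarization read.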
Coupling enz = counter-screen for Giardia aldolase inhibitors: coupling enzyme system; coupling enzyme system counterscreen, AmpLite Red fluorescence; activity change, negative = inhibition, % at 58.2 µM, hits read low; hit rate 0.67% among 290,000; AID 2472; in the data active = activity change below about -30%; also: % is scaled to controls: 0 for no effect and ±100 for the full control effect
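Compounds tested against the coupling enzymes alone at 57.5 uM final; readout was AmpLite Red fluorescence (525/598 nm) after 20 min at RT.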
Menin-MLL TR inh = displaces Texas Red mutant MLL peptide from human menin; hit rate 0.23% among 270,000; O00255; Potency, µM (highest dose often 61.6 µM), for the others: at the highest dose FP activity change, negative = inhibition, hits mostly inhibitors; Menin + Texas Red MLL mutant peptide, fluorescence polarization; active = well fitted inhibition curve with a large enough effect in the polarisation, with a control signal flat, not every such curve was filed as active; inconclusive = small, poorly fitted or top-dose-only effect, or effect the other way, or a change in a side signal; inactive = no such curve, though single readings can be large or run the other way; the % refers to the polarisation; also: potency is read from the fitted curve at half-maximal effect; % of control where 0% means no effect; many of its hits are not listed in these tables
Target sequence (O00255 whole entry, looked up): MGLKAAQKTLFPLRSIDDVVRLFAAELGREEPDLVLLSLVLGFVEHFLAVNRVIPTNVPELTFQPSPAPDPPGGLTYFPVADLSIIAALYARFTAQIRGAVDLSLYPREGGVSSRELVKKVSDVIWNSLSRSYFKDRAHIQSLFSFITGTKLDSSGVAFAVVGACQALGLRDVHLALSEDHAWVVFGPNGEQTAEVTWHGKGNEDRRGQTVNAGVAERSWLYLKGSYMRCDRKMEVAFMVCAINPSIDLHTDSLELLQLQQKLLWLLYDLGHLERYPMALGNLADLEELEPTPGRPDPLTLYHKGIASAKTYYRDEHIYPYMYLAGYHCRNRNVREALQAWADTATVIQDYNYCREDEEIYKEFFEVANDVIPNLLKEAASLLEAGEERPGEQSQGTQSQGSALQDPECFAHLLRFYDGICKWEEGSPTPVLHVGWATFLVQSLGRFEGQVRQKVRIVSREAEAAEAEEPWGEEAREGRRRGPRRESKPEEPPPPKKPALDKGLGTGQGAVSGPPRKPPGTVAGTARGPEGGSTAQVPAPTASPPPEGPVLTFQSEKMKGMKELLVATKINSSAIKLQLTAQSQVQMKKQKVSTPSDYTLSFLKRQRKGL
KCNH2 WT inh = blocks the wildtype human KCNH2 potassium channel | U2OS, BacMam KCNH2, thallium flux FluxOr; stronger effect = lower value | hit rate 0.37% among 340,000 | activity change, % at 1.84 µM | Q12809;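 active = maximum activity change below -70%; inconclusive = maximum activity change between -70% and -50%; inactive = maximum activity change above -50%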; also: % is scaled to controls: 0 for no effect and ±100 for the full control effect
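U2OS cells were transduced with wild-type KCNH2 virus (2.03 x 10^8 / mL) for 4 h at room temperature, then cultured overnight at 37 C. Thallium flux was read with FluxOr dye. Rate constants were normalized to DMSO controls.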
* = called active by the depositor; ? = inconclusive; . = no result given; [ ] = dose if it differs, or a comment. Unless noted, calls follow the shape of the dose curve; as a rule, active = well fitted curve in the direction sought with a large enough effect; inconclusive = small, poorly fitted or top-dose-only effect, or another doubt; inactive = no such curve, though single readings can be large; an effect the other way counts as inactive or inconclusive.

SMILES	PKM2 act	KCNH2 3.1 inh	B2AR arrestin	TRPV1 agonist	Giardia kill	USP2a inh	GALK inhibitor	MLL CXXC-DNA inh	Coupling enz	Menin-MLL TR inh	KCNH2 WT inh
NNc1nc2cccnc2n(CCNc2ncc(C(F)(F)F)cc2Cl)c1=O	17%	9	0.3%	-3	7	2%	10%	20%	-1	1%	-16
CCOC(=O)C1CCN(CCC(=O)Nc2ccccc2)CC1	0%	-1	-0.3%	0	11	-1%	0%	6%	3	-8%	1
COc1cccc(C(=O)N/N=C2\SCC(=O)N2Cc2ccc3c(c2)OCO3)c1	-15%	0	-1.9%	2	23	3%	0%	0%	1	-3%	31
Cc1nc(CN2CCOCC2)cc(=O)[nH]1	9%	-13	0.0%	1	6	5%	0%	17%	2	20%	2
CCOC(=O)C1CCN(C(=O)CN(c2cccc(OC)c2)S(=O)(=O)c2ccccc2)CC1	2%	3	0.0%	9	-2	1%	2%	-8%	5	-11%	1
O=C(COC(=O)/C=C/c1ccccc1)NCc1ccccc1Cl	1%	3	-0.1%	27	-8	1%	11%	-13%	0	-10%	2
O=C(/C=C/NNC(=O)c1ccccc1)c1ccc(Br)cc1	-7%	3	4.8%	?	-11	-10%	1%	-9%	-1	-2%	10
COc1ccc(C2CCCCCN2Cc2nc3ccccc3c(=O)n2CC(N)=O)cc1 (stereo not given)	-5%	14	-0.1%	-2	-2	1%	-1%	16%	0	-8%	-5
CCOc1ccccc1NC(=O)c1cccc(NC(=O)C2CCCC2)c1	0%[11.5 µM]	-9	0.2%	23	-12	3%	8%	-21%	5	3%	-3
CCOc1ccccc1N1CCN(C(=O)c2ccc(S(=O)(=O)Nc3ccccc3)cc2)CC1	.	1	-0.2%	0	3	2%	.	.	.	.	17
Cn1c(=O)c2c(SCc3ccccn3)nc(C3CC3)nc2n(C)c1=O	16%	4	0.1%	7	46[activator]	2%	2%	-4%	2	2%	2
C[C@H](CO)N1C[C@H](C)[C@@H](CN(C)S(=O)(=O)c2cccs2)Oc2ccc(NC(=O)C3CC3)cc2C1=O	.	-9	-0.6%	.	19	1%	.	.	.	.	-13
Fc1ccc(-n2cc(-c3ccccc3)c3c(NN4CCOCC4)ncnc32)cc1	3%	-9	-0.9%	1	7	5%	1%	-6%	4	-15%	5
Cc1ccc(-n2ncc3c(=O)[nH]c(SCC(=O)N4CC(=O)Nc5ccccc54)nc32)cc1	.	-4	-0.9%	.	5	1%	.	.	.	.	-8
O=C(c1ccc(F)cc1)C1CCN(C(=O)c2c(F)cccc2F)CC1	0%	-27	-2.0%	14	5	2%	1%	0%	5	1%	-4
Cc1nc(/C(N)=N/OC(=O)c2ccccc2Cl)c(C(F)(F)F)o1	-36%	1	2.2%	3	30	0%	9%	-8%	0	.	-1
COc1ccc2cc3cc(C(=O)NCc4cccs4)oc3nc2c1	6%	5	-0.9%	3	4	3%	0%	11%	0	.	-7
CC(C)(C)C1CCc2c(sc(NC(=O)c3cc(C4CC4)on3)c2C#N)C1 (stereo not given)	0%	0	-0.4%	.	-1	-3%	0%	-2%	3	4%[11.7 µM]	9
O=c1[nH]c(O)c(/C=C2\C=Nc3ccccc32)[nH]1	-6%	6	-0.8%	-2	-10	3%	1%	-1%	-1	?	-1
O=c1[nH]c(=O)n(Cc2ccccc2)c2nc(-c3cccs3)n(CCO)c12	-10%	-1	4.4%	3	8	1%	.	-7%	-2	.	-12
CN(C)c1ccc(-c2ccccc2)nn1	-30%	1	-0.5%	0	-15	?	3%	-7%	-1	-7%	-1
COc1ccccc1NC(=O)C(C)Sc1nnnn1C (stereo not given)	0%	-16	-0.9%	2	6	2%	7%	2%	4	?	28
Cc1ccc2cccc(NC(=S)NC(=O)c3ccn(C)n3)c2n1	7%	?	0.0%	18	-6	-1%	-3%	6%	-8	31%[activator]	2
CC(Oc1ccc(Br)cc1)C(=O)NNC(=O)CCN1CCN(c2ccccc2)CC1 (stereo not given)	.	-4	-0.2%	1	-20	-3%	.	.	.	.	13
CCNC(=S)NNc1nnc(-c2ccccc2)c(-c2ccccc2)n1	4%	-4	-0.7%	-2	0	-1%	1%	-17%	2	-23%	13
CC(C)n1cc(CN2CCC(C(=O)Nc3cccc(-c4cccc(Cl)c4)c3)CC2)cn1	.	-25	0.0%	3	11	-1%	1%	-3%	.	.	31
Cc1ccc(S(=O)(=O)N(C)c2ccccc2C(=O)N2CCOCC2)cc1	-2%	10	0.4%	-5	15	-1%	-1%	10%	.	.	-14
COc1cc(C#CC#CCN2CCCCC2)ccc1O	-7%	14	0.3%	1	9	0%	2%	1%	1	0%	28
CCS(=O)(=O)N1CCC(C(=O)NCCCN2CCCCCC2)CC1	1%	-11	0.1%	5	-6	-2%	-2%	10%	-2	7%	-14
Cn1c(CC(=O)Nc2ccccc2)nnc1SCCOc1ccccc1	-3%	10	.	-3	6	.	-2%	10%	6	10%	-11
CCOC(=O)C1CCCN(Cc2ccccc2OCC)C1 (stereo not given)	0%	0	0.1%	7	-4	3%	6%	-6%	0	-11%	21
N=C1C(c2nc3ccccc3s2)=C(O)CN1C1CCCCC1	-4%	3	0.1%	10	-14	2%	2%	-9%	-1	0%	-5
COc1ccc(-n2nc3cc(N)c(Br)cc3n2)cc1	-1%	-10	-0.3%	1	-11	1%	-5%	-6%	-2	?	0
NNc1nc2sc3c(c2c(=O)[nH]1)CCc1ccccc1-3	2%	.	0.0%	0	8	2%	0%	-9%	-7	?	.
CSc1nnc(C)c(=O)n1COC(=O)COc1ccccc1F	-5%	31	0.0%	1	-20	-1%	0%	2%	1	-7%	1
COc1ccc(CCNC(=O)C(C)SCc2ccccc2)cc1 (stereo not given)	-7%	9	-0.2%	?	0	-2%	2%	3%	3	-11%	-5
COc1cc(OC)c2c(c1)OC(=O)CC2c1ccc(C)cc1 (stereo not given)	.	-18	-1.4%	.	2	2%	.	.	4	6%[94.6 µM]	-4
CN1OC(CC(=O)O)N(c2ccc(Cl)cc2)C1=O (stereo not given)	4%	2	-0.2%	0	-11	-5%	1%	2%	6	2%	-9
O=C(c1ccc(Cl)cc1)N1CCN(CCc2ccccn2)CC1	.	-25	0.4%	0	23	-1%	.	10%	0	0%	37
CCOC(=O)C1CCN(C(=O)c2cc(C(C)(C)C)nn2Cc2ccccc2)CC1	1%	-1	0.0%	27	-5	-1%	-3%	-22%	0	.	-4
Cc1c(NC(=O)c2cc(C3CC3)on2)c(=O)n(-c2ccccc2)n1C	-8%	-2	-0.8%	1	8	4%	2%	5%	-2	0%	-8
CSc1cccc(NC(=S)NCCCO)c1	6%	2	-0.4%	.	-17	1%	-2%	-4%	1	.	4
Cc1ccc2c3c1C(=O)C(=O)N3C(C)(C)CC2C (stereo not given)	-2%	6	1.0%	-5	-3	-1%	-1%	4%	-2	0%	-1
Cc1cccc(N(CC(=O)N/N=C/c2ccccc2C(=O)O)S(C)(=O)=O)c1C	2%	7	-0.5%	-3	-9	0%	.	13%	3	.	-8
Cc1cc(C(=O)OCC(=O)NCCC(C)C)c2ccccc2n1	-3%	-40	0.7%	4	-11	-1%	-2%	-2%	0	-13%	5
Cc1cccc(C)c1OCC(=O)NCC1COc2ccccc2O1 (stereo not given)	.	9	0.1%	19	-15	1%	.	.	.	.	-13
CCc1noc(C)c1C(=O)OCC(=O)N(C)c1c(N)n(Cc2ccccc2)c(=O)[nH]c1=O	.	-9	0.1%	-2	9	2%	.	.	.	.	-11
O=C(Cc1c(F)cccc1Cl)N(Cc1ccccc1)c1ccccn1	-1%	-29	-0.1%	17	-17	-4%	8%	0%	6	3%	2
COc1cccc(CNC(=O)c2ccc(Cl)c(S(=O)(=O)N3CCOCC3)c2)c1	.	0	0.2%	17	-11	1%	.	.	.	.	5
Cc1ccc(NC(=O)c2nc[nH]c2C(=O)NC2CCN(C(=O)OC(C)(C)C)CC2)cc1	.	13	-0.9%	.	-14	-1%	.	.	.	.	0
COc1cc(-c2[nH]ncc2CN(C)Cc2nonc2C)cc(OC)c1OC	1%	5	3.8%	0	-18	1%	2%	-2%	1	2%	0
CC(NS(=O)(=O)c1ccc(Cl)cc1)C(=O)N1CCOCC1 (stereo not given)	.	9	-0.4%	1	-24	1%	-3%	7%	0	10%	-7
COc1cc(/C=N/n2c(COc3ccccc3)n[nH]c2=S)cc(Br)c1O	.	7	0.2%	2	5	1%	.	-1%	4	44%[activator]	-5
O=C(CCc1[nH]c2ccccc2c1Sc1ccccc1)N(CCO)CCO	-2%	9	-0.7%	6	-1	0%	1%	1%	-6	20%	1

The list is partial (hit frequency here may not be typical).
